Compound activity (PubChem)
aSyn yeast rescue = rescues yeast growth from alpha-synuclein toxicity. S. cerevisiae alpha-synuclein toxicity rescue, BacTiter-Glo growth, 24 h. Potency, µM (titrated, usually from 46.1 µM), for the others: at the highest dose growth rescue (activation), most hits filed as activators. AID 1347070. hit rate 0.02% among 94,000; active = well fitted activation curve with a large enough effect; inconclusive = small, poorly fitted or top-dose-only effect; also: 0% is about no effect
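Growth restoration measured by BacTiter-Glo luminescence after 24 hr at 30 deg C; alpha-synuclein yeast, raffinose-pregrown to mid-log, were added at OD600=0.02 in galactose medium onto pinned compounds.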
* marks the source's active call; other numbers are inactive results; ? = inconclusive; [ ] = remark or other dose. Potency is read from the fitted curve at half-maximal effect.

mol | aSyn yeast rescue
CCN1CCN(Cc2ccc(C(=O)Nc3ccc(C)c(NCc4cnc(NC(=O)OC)cn4)c3)cc2C(F)(F)F)CC1 | 9.8%
Cc1nn(-c2ccccc2)c2sc(C(=O)OCn3nnc4ccccc4c3=O)cc12 | -12.9%
CCCNC(=O)CN1C(=O)COc2ccc(S(=O)(=O)N3CCC(C)CC3)cc21 | -58.4%[inhibitor]
Cc1cccc(N2CCN(C(=O)c3cnn(-c4ccccc4Cl)c3C3CCN(C(=O)OC(C)(C)C)CC3)CC2C)c1 (stereo not given) | 4.3%
CCCN(C(=O)COC(=O)Cn1c(=O)oc2ccccc21)c1c(N)n(Cc2ccccc2)c(=O)[nH]c1=O | -0.8%
COc1ccc(CC(=O)Oc2cc(C)ccc2C)cc1 | 3.7%
COc1ccc(-n2c(SCC(=O)Nc3ccc(Cl)c(C)c3)nc3n[nH]c(C)c3c2=N)cc1 | -0.1%
CCOc1ccccc1NC(=O)Cn1c(=O)n(Cc2ccccc2)c(=O)c2c3c(sc21)CN(C(C)=O)CC3 | 4.8%
Cc1ccc(C(=O)CSc2nnc3ccc4ccccc4n23)cc1 | 1.4%
COc1cc2ccccc2cc1C(=O)OCC(=O)N(CC(C)C)c1c(N)n(Cc2ccccc2)c(=O)[nH]c1=O | 3.6%
CNC(=O)c1c(NC(=O)C2=COCCO2)sc2c1CCN(C(=O)OC)C2 | -0.8%
N/C(=N\OC(=O)C(c1ccccc1)c1ccccc1)c1ccncc1 | 7.1%
CCN(CC(=O)Nc1c(F)cccc1F)C(=O)c1cc(C)oc1C | 7.4%
CC(=O)c1ccccc1OCCn1nc(C(=O)O)c2ccccc2c1=O | 2.8%
O=C(Cn1cnc2ccccc2c1=O)c1ccc(OC(F)F)cc1 | 13.1%
Cc1cccc(-c2nc(SCC(=O)NCC3CCCO3)c3c(=O)n(C)c(=O)n(C)c3n2)c1 (stereo not given) | -1.1%
CCOc1cc(CN2CCC(N3CCC(C(=O)NC4CC4)CC3)CC2)ccc1O | -4.8%
NC(=O)CSc1nc2c(oc3ccccc32)c(=O)n1Cc1ccccc1 | -9.7%
CCCOc1ccc(-c2cccc(NS(=O)(=O)c3cc(OC)ccc3OC)c2)nn1 | -0.5%
O=C(O)c1ccc(NC2=C(n3nnc4ccccc43)C(=O)c3ccccc3C2=O)cc1 | 8.9%
CC(=O)Nc1ccc(-n2c(CCC(=O)O)ccc2-c2ccc(Br)cc2)cc1 | 6.6%
COc1ccc(Cn2ccc3nc(C)c(C(=O)NCc4cccc(OC)c4)cc3c2=O)cc1 | 6.9%
COc1ccc(NC(=O)CNC(=O)c2nn(-c3ccc(OC)c(Cl)c3)c(=O)c3ccccc23)c(OC)c1 | -0.6%
CCCc1[nH]n(-c2ccc([N+](=O)[O-])cc2)c(=O)c1C=NCCCn1ccnc1 | 3.3%
COc1ccc(CC(=O)NC2CCS(=O)(=O)C2)cc1 (stereo not given) | 1.5%
N/C(=N\NC(=O)c1ccc(Cl)cc1)c1cnccn1 | 12.4%
Cn1cc(S(=O)(=O)N2CCC(Cc3ccccc3)CC2)c(=O)n(C)c1=O | 4.6%
NC(=O)[C@@H]1CCCN1Cc1nc(Cc2cccc(C(F)(F)F)c2)no1 | 4.2%
Cc1cccc(OCC(=O)OCc2cc(=O)n3nc(C4CC4)sc3n2)c1 | -4.5%
Cc1ccc(-n2nc(C(=O)N3CCN(c4cccc(C(F)(F)F)c4)CC3)c3c4ccccc4n(C)c3c2=O)cc1 | -5.9%
COc1cccc(NC(=O)CN(C2=NC3CS(=O)(=O)CC3S2)c2cccc(C)c2)c1 (stereo not given) | -2.7%
CCCNc1ccc(-c2nc(-c3ccncc3)no2)cc1[N+](=O)[O-] | -9.3%
COc1cc2nc(NCCc3ccc(Cl)cc3)n3nc(-c4ccccc4)nc3c2cc1OC | -5.5%
Cc1ccc(C(=O)CCC(=O)OCC(=O)N(C)c2c(N)n(Cc3ccccc3)c(=O)[nH]c2=O)cc1 | 15.2%
O=C1CCCc2cc(S(=O)(=O)N3CCCC(C(=O)NCc4ccc(Cl)cc4)C3)ccc2N1 (stereo not given) | 2.4%
CCCCN(CC)CCCNC(=O)Cn1ncc2c3ccccc3n(Cc3ccccc3F)c2c1=O | 6.2%
O=C(Nc1cc(F)ccc1F)c1cc2nc(-c3ccco3)cc(C(F)(F)Cl)n2n1 | 3.5%
COc1ccc(C(=O)Nc2cc(C)c(NC(=O)c3ccccn3)cn2)cc1 | -4.0%
CC(=O)Nc1ccc(N(C(=O)c2ccccn2)C(C(=O)NC2CCCCC2)c2ccc(F)cc2)cc1 (stereo not given) | -5.1%
COc1ccc(Nc2nc(C)nc(N)c2S(=O)(=O)c2ccccc2)cc1 | -6.7%

Three of the compounds above, as labelled records.
> COc1ccc(NC(=O)CNC(=O)c2nn(-c3ccc(OC)c(Cl)c3)c(=O)c3ccccc23)c(OC)c1
  aSyn yeast rescue = -0.6%

> CC(=O)Nc1ccc(N(C(=O)c2ccccn2)C(C(=O)NC2CCCCC2)c2ccc(F)cc2)cc1 (stereo not given)
  aSyn yeast rescue = -5.1%

> COc1cccc(NC(=O)CN(C2=NC3CS(=O)(=O)CC3S2)c2cccc(C)c2)c1 (stereo not given)
  aSyn yeast rescue = -2.7%

(further entries)
mol | aSyn yeast rescue
CCOc1ccc(C(=O)Nc2cc(-c3nc4ccccc4o3)ccc2C)cc1Cl | -12.8%
CCOC(=O)N[C@H](Cc1c[nH]c2ccccc12)C(=O)Nc1cccc(Cl)c1 | 7.6%
O=C(c1cc2c(=O)n3ccccc3nc2s1)N1CCN(Cc2ccc3c(c2)OCO3)CC1 | 2.4%
COc1ccc(NC(=O)CCNS(=O)(=O)c2ccc3c(c2)CCCC(=O)N3)cc1 | -0.9%
Cc1nc(-c2ccc(Cl)cc2)sc1C(=O)NNC(=O)C(C)C | -4.5%
Cc1ccccc1CCNC(=O)c1ccc2c(c1)nc1n2CCOC1 | 3.2%
O=C1NC2(CCCCCC2)C(=O)N1Cc1cccc(Cl)c1 | -45.2%[inhibitor]
CCC1CCCCN1CC(=O)N1CCCc2c1c(=O)oc1ccc(OCc3ccccc3)cc21 (stereo not given) | -11.3%
CCCN1CCN(CCCNC(=O)Cn2c(-c3cccs3)cc3ccccc32)CC1 | 4.0%
CC(C)NC(=S)N1CCN(Cc2ccc3c(c2)OCO3)CC1 | -1.9%
Clc1cccc(-n2ncc3c(N4CCCCCC4)ncnc32)c1 | 7.8%
O=C(NC1CCCc2ccccc21)c1ccc([N+](=O)[O-])cc1 (stereo not given) | 0.5%
Cc1ccc(-c2cc(C(=O)Nc3cccc(S(=O)(=O)N(C)C)c3)c3ccccc3n2)o1 | -9.0%
COc1cc2ncc3c(-c4ccc(C)cc4)nn(-c4ccc(F)cc4F)c3c2cc1OC | ?
CCn1c(NCc2ccc(OC)c(OC)c2)nc2ccccc21 | -8.0%
COc1ccccc1N1CCN(c2ncnc3onc(-c4ccc(F)cc4)c23)CC1 | 0.1%
Cn1c(=O)c2c(c3ccccc31)OC(C)(C)CC2 | -3.0%
O=C(Cn1c(=O)oc2cc(S(=O)(=O)N3CCCCCC3)ccc21)Nc1ccc(F)cc1F | -5.3%
Cc1sc2nc(N3CCOCC3)[nH]c(=O)c2c1-c1ccccc1 | -0.5%
CCOc1ccc(C(=O)Nc2cccc(OCc3cc(=O)n4ccccc4n3)c2)cc1 | -11.4%
CSc1ccc(C2NC(=O)c3ccccc3N2)cc1 (stereo not given) | 12.7%
C[C@@H]1CN([C@@H](C)CO)S(=O)(=O)c2ccc(/C=C/c3ccccc3)cc2O[C@@H]1CN(C)Cc1ccc(C(=O)O)cc1 | 6.9%
COc1ccc(-c2nc(SCC(=O)NCCc3ccc(OC)c(OC)c3)n[nH]2)cc1 | 5.6%
O=c1c2ccccc2nnn1-c1ccccc1[N+](=O)[O-] | 3.1%
COc1ccc(NC(=O)C[C@H]2C(=O)N(c3ccccc3)C[C@@H]2CSC)cc1 | 2.4%
COc1ccccc1C(=O)Nc1sc(Nc2ccccc2)nc1C(N)=O | 1.4%
O=C(NCCS(=O)(=O)N1CCC2(CC1)OCCO2)c1ccccc1 | -2.4%
CCCCOc1ccc(-c2nn(-c3ccccc3)cc2C2NC(=O)NC(C)=C2C(=O)OCC)cc1 (stereo not given) | 0.9%
O=C(O)c1cccc(NC(=O)c2cc3cc(Br)cc(Br)c3oc2=O)c1 | -10.3%
Cc1ccc(NC(=O)CSc2nc(=O)cc(N)n2CCc2ccccc2)cc1 | -12.8%
Cc1sc(NC(=O)C2=COCCO2)c(C#N)c1C | -8.1%
CCOC(=O)Nc1c(Cl)n(C)c(=O)n(C)c1=O | -10.6%
Oc1ccc(N2CCN(Cc3cc4c(cc3Br)OCCO4)CC2)cc1 | -5.5%
Cc1ccc(C(=O)NCC(=O)OCCOc2ccccc2Cl)cc1 | 4.8%
CCc1ccccc1NC(=O)Cn1nc(C(F)(F)F)c2c1CCC2 | -2.0%
CN(Cc1ccccc1)C(=O)Cn1c(=O)c2cccn2c2ccc(F)cc21 | 3.0%
COc1ccc(CCNC(=O)Cn2nc(C)n3c(cc4cc(F)ccc43)c2=O)cc1OC | -9.1%
Cc1cc(C)c(-c2nc3ccccc3s2)[nH]1 | 5.9%
O=c1c2cccnc2n(-c2ccccc2)n1Cc1ccc(Cl)cc1 | 16.9%
COc1cccc(CNC(=O)c2cc(-c3cccc(OC)c3)n[nH]2)c1 | -8.1%
Cc1nn(-c2ccc(N3CCCC3)nn2)c(C)c1CCC(=O)NCc1ccc(OC(C)C)cc1 | 1.9%
CCN1CCN(Cc2c(O)ccc3oc(C)c(C(=O)Nc4ccc(OC)cc4)c23)CC1 | 1.4%
CC(C)CC(=O)NC(=S)Nc1ccc(S(=O)(=O)N2CCCC2)cc1 | -11.6%
COc1ccc(C(=O)CCNc2cccc(Cl)c2)cc1 | -7.5%
CNC(=O)C1=C(C)Nc2nc3ccccc3n2C1c1ccc(F)cc1 (stereo not given) | -6.9%
CC(=O)c1cccc(NC(=O)CSc2nc3c(=O)n(C)c(=O)n(C)c3n2C)c1 | 3.5%
O=c1[nH]c(/C=C/c2cccc3ccccc23)nc2ccccc12 | 2.8%
O=C(CCc1nnc(C2CCCCC2)o1)NCc1cccc(-n2cccn2)c1 | 2.2%
COC(=O)CC1C(=O)NCCN1C(=S)Nc1ccc(F)cc1 (stereo not given) | 0.7%
COc1cccc(C(=O)Nc2ccc(-n3nncc3-c3ccccc3)cc2)c1OC | 0.7%
Cc1ccc2nc(NC(=O)CSc3nccn3Cc3ccccc3)sc2c1 | 24.2%
Cc1cc(Br)ccc1NC(=O)Cn1cc(S(=O)(=O)N2CCN(c3ccccc3F)CC2)c2ccccc2c1=O | -4.6%
CCN(c1ccccc1)S(=O)(=O)c1ccc(Cl)c(NC(=O)COC(=O)c2ccc[nH]c2=O)c1 | 7.5%
CCc1cccc(NC(=O)C2CCCN2S(=O)(=O)c2ccc3nc(-c4ccccc4)[nH]c3c2)c1 (stereo not given) | 3.2%
COc1ccccc1-c1cc(C(F)(F)F)nc(S(=O)(=O)CCCC(=O)Nc2cc(OC)c(OC)c(OC)c2)n1 | -12.7%
CCc1cc2c(C)ccc(C)c2nc1SCC(=O)Nc1cc(C)on1 | 12.8%
Cc1ccc(NC(=O)Cc2ccc(NC(=O)N3CCCCc4ccccc43)cc2)cc1Cl | 3.5%
CCc1cc(=O)[nH]c(SCc2nc(-c3ccccc3C)no2)n1 | -3.8%
CS(=O)c1ccccc1-c1nc(-c2cccc(Cl)c2)no1 (stereo not given) | 6.7%
CCC(NC(=O)Nc1ccc(OC)c(OC)c1)c1c(-n2cccc2)sc2c1CCN(C)C2 (stereo not given) | 2.0%

More records follow:
mol | aSyn yeast rescue
CC(=O)NCCNC(=O)CCCc1nnc2n(CCC(C)C)c(=O)c3sccc3n12 | 0.7%
CC1CCCN(C(=O)CN2C(=O)C(C)Oc3ccccc32)C1 (stereo not given) | 7.6%
COc1cc(NC(=O)c2cc(CC(C)C)on2)c(OC)cc1Cl | 6.1%
Cc1cccc(NC(=O)C(=O)NCC(c2cccnc2)N2CCN(Cc3ccccc3)CC2)c1 (stereo not given) | -1.7%
COc1ccccc1CNC(=O)C(=O)NCC(c1cccnc1)N1CCN(c2ccccc2)CC1 (stereo not given) | 5.3%
CC(C)c1ccc(NS(=O)(=O)c2ccc3nc(-c4ccccc4)[nH]c3c2)cc1 | 5.7%
CN1C(=O)/C(=C\C(=O)c2cccs2)c2ccccc21 | -71.1%[inhibitor]
Cc1ccc(C)c(N2CCN(C(=O)CCC(=O)N3CCOc4ccc(Cl)cc43)CC2)c1 | -6.6%
COc1ccc(Nc2nc3[nH]c(=O)cc(O)c3s2)cc1 | 5.0%
CCNC(=O)NC(=O)C(C)Sc1ncc(C(F)(F)F)cc1Cl (stereo not given) | -11.4%
CN(Cc1ccccc1)C(=O)c1ccccc1-c1ccccc1 | 7.4%
Clc1ccc(C(c2ccccc2)c2c[nH]c3ccccc23)s1 (stereo not given) | -27.1%
Cc1ccc(-c2n[nH]c3c2C(c2ccccc2)N(c2ccc(C(=O)O)cc2)C3=O)cc1 (stereo not given) | 3.5%

Compounds from the list above that contain a nitro group on carbon (4):
mol | aSyn yeast rescue
CCCc1[nH]n(-c2ccc([N+](=O)[O-])cc2)c(=O)c1C=NCCCn1ccnc1 | 3.3%
CCCNc1ccc(-c2nc(-c3ccncc3)no2)cc1[N+](=O)[O-] | -9.3%
O=C(NC1CCCc2ccccc21)c1ccc([N+](=O)[O-])cc1 (stereo not given) | 0.5%
O=c1c2ccccc2nnn1-c1ccccc1[N+](=O)[O-] | 3.1%

This is a subset; the hit share may differ from the screen's.
